MT1-MMP act inh – MT1-MMP (human) activation inhibition | GFP/RFP ratio change, % at 20 µM | HT1080 RFP-PRO-GFP cells, GFP/RFP ratio fluorescence, overnight; percent of plate control window, DMSO zero | AID 651647 | P50281 | 0.061% of 360,000 active;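 active means GFP/RFP ratio change of at least 30% with cell ATP level not reduced by more than half and red fluorescence within 50% of control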; further: strong numbers were not always called active
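Test system: HT1080 RFP-PRO-GFP cells; Benchmarks: DMSO and RFP-L50D-GFP cell wells; Timing: cells overnight before dosing, compound overnight, 37 °C, 5% CO2; Compound: one 20 µM compound dose with 1% DMSO; Read-out: GFP/RFP fluorescence ratio.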
FAS TE block – FAS thioesterase (human) inhibition. AID 602261. 0.67% of 360,000 active. inhibition, % at 15 µM. recombinant FAS-TE, OMFH fluorogenic substrate, fluorescence endpoint. P49327;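 active means compounds whose normalised, plate-corrected inhibition of enzyme fluorescence in the single-dose primary screen is 50% or more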;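 further: 0% = DMSO with enzyme and 100% = substrate without enzyme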
Rin1 Abl inh – human Rin1-Abl interaction inhibition; inhibition, % at 7.35 µM; P00519+Q13671; TR-FRET Rin1/Abl binding, biochemical; 0.4% of 360,000 active; in the data active means inhibition above about 5%, passing the limit was not always enough
Neddyl block – cullin neddylation inhibition | calls only at 25 µM | TR-FRET cullin neddylation, biochemical | 0.58% of 360,000 active; in the data active means inhibition above about 36%
SKN-1 inh – blocks SKN-1 activity in C. elegans; C. elegans VP596 Pgst-4::GFP/RFP ratio, acrylamide-induced, 24 h; inhibition, % at 21.8 µM; 0.49% of 360,000 active; AID 624304;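 active means interference check ratio from 0.5 to 1.5 plus GFP to RFP signal ratio inhibition reaching or exceeding a fixed threshold, cut at about 30% in these data, passing the limit was not always enough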; further: some compounds called inactive have numbers as strong as hits
eLon inh – inhibits E. coli Lon protease; P0A9M0; 0.42% of 360,000 active; inhibition, % at 7.94 µM; AID 602123; purified E. coli Lon protease, fluorescence polarization; in the data active means inhibition above about 13%, passing the limit was not always enough;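 further: 0% = enzyme with probe and DMSO and 100% = no enzyme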
Target sequence (P0A9M0 whole entry, looked up): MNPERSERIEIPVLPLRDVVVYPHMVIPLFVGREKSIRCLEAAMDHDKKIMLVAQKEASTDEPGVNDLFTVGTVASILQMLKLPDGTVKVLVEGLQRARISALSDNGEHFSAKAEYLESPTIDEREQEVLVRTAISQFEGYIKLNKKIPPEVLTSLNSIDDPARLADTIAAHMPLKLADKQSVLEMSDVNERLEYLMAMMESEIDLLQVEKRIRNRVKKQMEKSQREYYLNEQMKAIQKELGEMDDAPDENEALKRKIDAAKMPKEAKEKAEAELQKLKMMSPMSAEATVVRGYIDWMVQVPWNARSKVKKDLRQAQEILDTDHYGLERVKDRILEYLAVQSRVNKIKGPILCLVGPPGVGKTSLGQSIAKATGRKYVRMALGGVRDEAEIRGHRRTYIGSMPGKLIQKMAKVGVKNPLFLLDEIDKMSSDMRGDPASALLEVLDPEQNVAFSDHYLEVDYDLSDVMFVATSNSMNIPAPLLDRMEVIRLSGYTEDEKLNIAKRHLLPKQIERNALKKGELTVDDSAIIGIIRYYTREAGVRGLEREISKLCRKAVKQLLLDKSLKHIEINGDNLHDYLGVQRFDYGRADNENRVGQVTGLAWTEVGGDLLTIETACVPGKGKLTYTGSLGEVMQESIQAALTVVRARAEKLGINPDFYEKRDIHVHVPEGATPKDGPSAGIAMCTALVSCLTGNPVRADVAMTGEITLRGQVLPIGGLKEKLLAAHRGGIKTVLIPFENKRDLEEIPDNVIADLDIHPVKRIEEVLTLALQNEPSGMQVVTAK
bovine MsrA act – activates bovine MsrA enzyme. purified bovine MsrA, absorbance read-out. activation, % at 10.6 µM. 0.3% of 360,000 active; in the data active means activation above about 7.5%;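 further: 0% = vehicle and 100% = reference activator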
NRP1-CendR mod – NRP-1/CendR interaction modulation; O14786; FAM-RPARPAR peptide binding to NRP-1, fluorescence polarization; inhibition, % at 25 µM; 0.85% of 360,000 active;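 active means inhibition or corrected inhibition above about 18%, plus a signal ratio from 0.5 to 1.5, limit read from the data, passing the limit was not always enough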; further: strong numbers were not always called active
MLLE-PAM2 inh – inhibitors of microRNA-mediated deadenylation, human PABP1 MLLE binding | inhibition, % at 20 µM | GST-MLLE / FITC-PAM2 fluorescence polarization | 0.36% of 360,000 active | P11940; in the data active means inhibition above about 35%, passing the limit was not always enough;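 further: plate controls were DMSO wells with GST-MLLE for no effect and wells lacking GST-MLLE protein for full effect; some results filed as inactive read as strong as hits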
* = called active by the depositor.

Preview (6 entries):
Cc1ccc(C)c(NC(=O)CN(C)C(=O)[C@@H](NC(N)=O)C(C)C)c1 was read as MT1-MMP act inh -4, FAS TE block -8, Rin1 Abl inh 3, Neddyl block inactive, SKN-1 inh -8, eLon inh -5, bovine MsrA act -8, NRP1-CendR mod 0 and MLLE-PAM2 inh 6.
`Cc1cc(NS(=O)(=O)c2ccc(NC(=O)C(c3ccccc3)c3ccccc3)cc2)no1` gave MT1-MMP act inh 3, FAS TE block -6, Rin1 Abl inh -1, Neddyl block inactive, SKN-1 inh -2, eLon inh 3, bovine MsrA act -11, NRP1-CendR mod -18 and MLLE-PAM2 inh 4.
Screening CCOC(=O)Nc1ccc2ncn(C)c(=O)c2c1 returned MT1-MMP act inh 1, FAS TE block -9, Rin1 Abl inh -1, Neddyl block inactive, SKN-1 inh -1, eLon inh -2, bovine MsrA act -11, NRP1-CendR mod 1 and MLLE-PAM2 inh 7.
CC(NC(=O)C(C)N1C(=O)c2ccccc2C1=O)c1ccccc1 (stereo not drawn) was read as MT1-MMP act inh -2, FAS TE block -4, Rin1 Abl inh 0, Neddyl block inactive, SKN-1 inh -17, eLon inh -7, bovine MsrA act -1, NRP1-CendR mod -10 and MLLE-PAM2 inh -4.
For Cc1c([N+](=O)[O-])c([N+](=O)[O-])nn1CC(=O)NCc1cccnc1 the results were MT1-MMP act inh 1, FAS TE block 4, Rin1 Abl inh -2, Neddyl block inactive, SKN-1 inh 5, eLon inh 2, bovine MsrA act 1, NRP1-CendR mod -6 and MLLE-PAM2 inh 6.
For C=C1c2cccc(OC)c2O[C@H](C(=O)OCC)[C@@H]1CC(CC)CCCC (stereo partly drawn) the results were FAS TE block 21, Rin1 Abl inh 1, Neddyl block inactive, SKN-1 inh -13, eLon inh 0, bovine MsrA act -11, NRP1-CendR mod -5 and MLLE-PAM2 inh -60.

Results, repeating the preview:
Cc1ccc(C)c(NC(=O)CN(C)C(=O)[C@@H](NC(N)=O)C(C)C)c1 was read as MT1-MMP act inh -4, FAS TE block -8, Rin1 Abl inh 3, Neddyl block inactive, SKN-1 inh -8, eLon inh -5, bovine MsrA act -8, NRP1-CendR mod 0 and MLLE-PAM2 inh 6.
`Cc1cc(NS(=O)(=O)c2ccc(NC(=O)C(c3ccccc3)c3ccccc3)cc2)no1` gave MT1-MMP act inh 3, FAS TE block -6, Rin1 Abl inh -1, Neddyl block inactive, SKN-1 inh -2, eLon inh 3, bovine MsrA act -11, NRP1-CendR mod -18 and MLLE-PAM2 inh 4.
Screening CCOC(=O)Nc1ccc2ncn(C)c(=O)c2c1 returned MT1-MMP act inh 1, FAS TE block -9, Rin1 Abl inh -1, Neddyl block inactive, SKN-1 inh -1, eLon inh -2, bovine MsrA act -11, NRP1-CendR mod 1 and MLLE-PAM2 inh 7.
CC(NC(=O)C(C)N1C(=O)c2ccccc2C1=O)c1ccccc1 (stereo not drawn) was read as MT1-MMP act inh -2, FAS TE block -4, Rin1 Abl inh 0, Neddyl block inactive, SKN-1 inh -17, eLon inh -7, bovine MsrA act -1, NRP1-CendR mod -10 and MLLE-PAM2 inh -4.
For Cc1c([N+](=O)[O-])c([N+](=O)[O-])nn1CC(=O)NCc1cccnc1 the results were MT1-MMP act inh 1, FAS TE block 4, Rin1 Abl inh -2, Neddyl block inactive, SKN-1 inh 5, eLon inh 2, bovine MsrA act 1, NRP1-CendR mod -6 and MLLE-PAM2 inh 6.
For C=C1c2cccc(OC)c2O[C@H](C(=O)OCC)[C@@H]1CC(CC)CCCC (stereo partly drawn) the results were FAS TE block 21, Rin1 Abl inh 1, Neddyl block inactive, SKN-1 inh -13, eLon inh 0, bovine MsrA act -11, NRP1-CendR mod -5 and MLLE-PAM2 inh -60.
For Cc1cccc(CSc2nnc(NC(=O)c3ccco3)s2)c1 the results were MT1-MMP act inh -3, FAS TE block -4, Rin1 Abl inh 3, Neddyl block inactive, SKN-1 inh 1, eLon inh -5, bovine MsrA act -1, NRP1-CendR mod 4 and MLLE-PAM2 inh 10.
O=C(O)COc1ccc(NC(=O)c2cccs2)cc1 was read as MT1-MMP act inh 0, FAS TE block -7, Rin1 Abl inh -2, Neddyl block inactive, SKN-1 inh -12, eLon inh -7, bovine MsrA act -8, NRP1-CendR mod 6 and MLLE-PAM2 inh -2.
O=C(c1cc(C2CC2)on1)N1CCCC(N2CCN(c3cccc(C(F)(F)F)c3)CC2)C1 (stereo not drawn) was read as MT1-MMP act inh -2, FAS TE block 14, Rin1 Abl inh 0, Neddyl block inactive, SKN-1 inh 7, eLon inh 5, bovine MsrA act 0, NRP1-CendR mod -10 and MLLE-PAM2 inh -6.
For Cc1nc(-c2cc(-c3ccc(Cl)cc3)no2)cs1 the results were MT1-MMP act inh -3, FAS TE block 0, Rin1 Abl inh 5, Neddyl block inactive, SKN-1 inh 10, eLon inh 9, bovine MsrA act -2, NRP1-CendR mod -9 and MLLE-PAM2 inh -4.
Cc1ccc(-c2nn(CCC(=O)O)cc2CCC(=O)O)cc1 was read as MT1-MMP act inh 0, FAS TE block -4, Rin1 Abl inh 1, Neddyl block inactive, SKN-1 inh -2, eLon inh -13, bovine MsrA act -7, NRP1-CendR mod 4 and MLLE-PAM2 inh -7.
For Cc1cccc(/C=N/NC(=O)c2ccc(NC(=O)c3ccc(F)cc3)cc2)n1 the results were MT1-MMP act inh 5, FAS TE block 3, Rin1 Abl inh 3, Neddyl block inactive, SKN-1 inh 5, eLon inh 6, bovine MsrA act -1, NRP1-CendR mod -3 and MLLE-PAM2 inh -19.
`COc1ccc(-c2nc3n(c(=O)c2C#N)CCCS3)cc1` gave MT1-MMP act inh 2, FAS TE block 0, Rin1 Abl inh -2, Neddyl block inactive, SKN-1 inh -11, eLon inh 2, bovine MsrA act -1, NRP1-CendR mod 5 and MLLE-PAM2 inh -1.
CCN(C(=O)c1ccc2c(=O)n3c(nc2c1)CCCCC3)c1ccccc1C was read as MT1-MMP act inh -1, FAS TE block 38, Rin1 Abl inh 3, Neddyl block inactive, SKN-1 inh 16, eLon inh 1, bovine MsrA act -1, NRP1-CendR mod -2 and MLLE-PAM2 inh -3.
`CC(C)c1nnc(NC(=O)CCC(=O)Nc2ccc(F)cc2)s1` gave MT1-MMP act inh 5, FAS TE block -3, Rin1 Abl inh -2, Neddyl block inactive, SKN-1 inh 13, eLon inh -6, bovine MsrA act -1, NRP1-CendR mod 1 and MLLE-PAM2 inh 3.
`O=C(CSc1nnc(CNC(=O)c2ccccc2)o1)NCC1CCCO1` (stereo not drawn) gave MT1-MMP act inh -2, FAS TE block -4, Rin1 Abl inh 2, Neddyl block inactive, SKN-1 inh 4, eLon inh -8, bovine MsrA act -2, NRP1-CendR mod 6 and MLLE-PAM2 inh -21.
`CCN(CC)S(=O)(=O)c1cccc(C(=O)OCc2cc(=O)n3nc(C)sc3n2)c1` gave MT1-MMP act inh -5, FAS TE block -2, Rin1 Abl inh 2, Neddyl block inactive, SKN-1 inh -16, eLon inh -10, bovine MsrA act -4, NRP1-CendR mod 4 and MLLE-PAM2 inh 6.
`CCCCN1CCc2[nH]c(=S)[nH]c(=O)c2C1` gave MT1-MMP act inh 4, FAS TE block -11, Rin1 Abl inh 6, Neddyl block inactive, SKN-1 inh -8, eLon inh 5, bovine MsrA act -13, NRP1-CendR mod 7 and MLLE-PAM2 inh 49*.
Screening CCN1CCN(CCCNC(=O)C(=O)c2c(C)[nH]c3ccccc23)CC1 returned MT1-MMP act inh 2, FAS TE block -3, Rin1 Abl inh -1, Neddyl block inactive, SKN-1 inh -5, eLon inh -5, bovine MsrA act -1, NRP1-CendR mod 0 and MLLE-PAM2 inh -2.
CCC(C(=O)O)P(=O)(c1ccc(Cl)cc1)c1ccc(Cl)cc1 (stereo not drawn) was read as MT1-MMP act inh -4, FAS TE block -5, Rin1 Abl inh 2, Neddyl block inactive, SKN-1 inh 5, eLon inh 2, bovine MsrA act -8, NRP1-CendR mod 9 and MLLE-PAM2 inh 13.
`Cc1onc(-c2ccccc2Cl)c1C(=O)N1CCN(S(=O)(=O)c2ccc(F)c(F)c2)CC1` gave MT1-MMP act inh -3, FAS TE block 8, Rin1 Abl inh 0, Neddyl block inactive, SKN-1 inh -7, eLon inh -8, bovine MsrA act -6, NRP1-CendR mod 5 and MLLE-PAM2 inh 0.
C[C@H](NC(=O)c1nc[nH]c1C(=O)N[C@H](C)c1ccccc1)C(=O)OCc1ccccc1 was read as MT1-MMP act inh 7, FAS TE block -1, Rin1 Abl inh 2, Neddyl block inactive, SKN-1 inh -1, eLon inh 1, bovine MsrA act 0, NRP1-CendR mod 15 and MLLE-PAM2 inh -18.
`COCCn1c(SCC(=O)N2CCCc3ccccc32)nc2c(c1=O)SC(C)C2` (stereo not drawn) gave MT1-MMP act inh -2, FAS TE block 3, Rin1 Abl inh 2, Neddyl block inactive, SKN-1 inh 0, eLon inh -2, bovine MsrA act -1, NRP1-CendR mod 14 and MLLE-PAM2 inh -8.
O=C(CC1C(=O)NCCN1Cc1ccccc1F)NC1CCCCCC1 (stereo not drawn) was read as MT1-MMP act inh 2, FAS TE block 10, Rin1 Abl inh 3, Neddyl block inactive, SKN-1 inh 4, eLon inh 6, bovine MsrA act -5, NRP1-CendR mod -6 and MLLE-PAM2 inh 5.
`Cc1nn(CC(=O)N2CCN(C)CC2)c(=O)c2ccccc12` gave MT1-MMP act inh -2, FAS TE block -6, Rin1 Abl inh 0, Neddyl block inactive, SKN-1 inh 6, eLon inh -5, bovine MsrA act -3, NRP1-CendR mod -14 and MLLE-PAM2 inh 1.
`O=C(Nc1ccc(S(=O)(=O)N2CCc3ccccc32)cc1)c1ccc2c(c1)OCO2` gave MT1-MMP act inh 1, FAS TE block 33, Rin1 Abl inh 4, Neddyl block inactive, SKN-1 inh -14, eLon inh 8, bovine MsrA act -4, NRP1-CendR mod 4 and MLLE-PAM2 inh -5.
`CCOC(=O)C(Cc1ccc(O)c([N+](=O)[O-])c1)N1C(=O)c2ccccc2C1=O` (stereo not drawn) gave MT1-MMP act inh 2, FAS TE block 0, Rin1 Abl inh 0, Neddyl block inactive, SKN-1 inh 3, eLon inh -7, bovine MsrA act -1, NRP1-CendR mod -2 and MLLE-PAM2 inh 12.
Screening Cc1[nH]c(C)c(S(=O)(=O)NCc2ccc(F)cc2)c1C(=O)N1CCCC1 returned MT1-MMP act inh 0, FAS TE block -2, Rin1 Abl inh 1, Neddyl block inactive, SKN-1 inh 6, eLon inh 2, bovine MsrA act -5, NRP1-CendR mod 9 and MLLE-PAM2 inh -4.
Screening CSc1ccccc1OCc1cc(C(=O)NCc2cnc(C)cn2)no1 returned MT1-MMP act inh 0, FAS TE block -5, Rin1 Abl inh -2, Neddyl block inactive, SKN-1 inh 11, eLon inh 0, bovine MsrA act -3, NRP1-CendR mod 8 and MLLE-PAM2 inh 0.
`COCCNC(=O)c1cc(-c2ccc(-c3ccccc3)cc2)nc2ccccc12` gave MT1-MMP act inh 3, FAS TE block 18, Rin1 Abl inh 3, SKN-1 inh -3, eLon inh -7, bovine MsrA act -5, NRP1-CendR mod -10 and MLLE-PAM2 inh -10.
`O=C(Cc1cccs1)NCCS(=O)(=O)N1CCN(c2cccc(Cl)c2)CC1` gave MT1-MMP act inh 7, FAS TE block -4, Rin1 Abl inh 3, Neddyl block inactive, SKN-1 inh 3, eLon inh 2, bovine MsrA act -7, NRP1-CendR mod 5 and MLLE-PAM2 inh 5.
Screening COC(=O)Cc1ccc(NC(=S)NCc2ccccc2Cl)cc1 returned MT1-MMP act inh 3, FAS TE block -3, Rin1 Abl inh -5, Neddyl block inactive, SKN-1 inh 3, eLon inh 6, bovine MsrA act -3, NRP1-CendR mod -14 and MLLE-PAM2 inh -24.
